High-throughput results as filed in PubChem BioAssay.
Tb hexokinase – Trypanosoma brucei hexokinase 1 inhibitors, primary screen, biochemical, G6PDH-coupled NADH absorbance, MLSCN library; hit rate 0.11% among 220,000; recombinant TbHK1, G6PDH-coupled NADH A340; inhibition, % at 10 µM; AID 1430, 2008; hexokinase 1 [Trypanosoma brucei];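 active means inhibition of 50% or more in the single-dose primary screen; inactive means inhibition below 50%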
Wee1 stabilizer – Wee1 degradation inhibitors, primary screen, cell-based, HeLa, Wee1K328M-luciferase, luminescence | hit rate 1.2% among 220,000 | HeLa Luc-Wee1K328M stability; 100% = proteasome inhibitor MG132 effect | Wee1-like protein kinase (Homo sapiens), P30291 | AID 1321, 2008 | reporter increase, % at 5 µM;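 active means activation above the mean of all tested compounds plus 3 SD, set per screening run, cut at about 8.8% in these data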;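 further: cells exposed to compound for 20 h before luminescence read; 0% = DMSO alone and 100% = MG132 at 30 µM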
EP2 antag – human EP2 receptor antagonists, primary screen, TR-FRET cAMP, C6 glioma cells. Prostaglandin E2 receptor EP2 subtype (Homo sapiens), P43116. inhibition, % at 25 µM. C6 glioma cells expressing human EP2; cells stimulated with saturating PGE2. AID 1422, 2008. hit rate 0.52% among 260,000;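 active means percent inhibition above 40 after rounding to a whole number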;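 further: rat C6 glioma host cells with rolipram phosphodiesterase inhibitor present; the protocol text gives 20 µM as final concentration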
Target sequence (P43116 whole entry, looked up): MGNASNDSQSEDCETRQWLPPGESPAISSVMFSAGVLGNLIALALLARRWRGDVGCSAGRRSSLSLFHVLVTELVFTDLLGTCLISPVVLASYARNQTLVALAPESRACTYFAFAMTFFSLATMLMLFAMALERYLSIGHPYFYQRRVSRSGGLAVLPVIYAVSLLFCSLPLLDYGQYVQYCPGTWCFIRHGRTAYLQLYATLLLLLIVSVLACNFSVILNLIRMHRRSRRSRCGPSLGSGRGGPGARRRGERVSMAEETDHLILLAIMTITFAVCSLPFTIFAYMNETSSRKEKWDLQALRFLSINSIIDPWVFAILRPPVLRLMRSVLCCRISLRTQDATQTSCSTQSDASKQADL
TNF necrop inh – inhibitors of TNF-alpha triggered necroptosis, primary screen, cell-based, Jurkat FADD-/-, single concentration; Jurkat FADD-/- TNF necroptosis rescue, ATP luminescence, 24 h; 0 = TNF only, 100 = no-TNF cells; hit rate 0.068% among 220,000; activation (protection from cell death), % at 10 µM; AID 463075, 2010;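 active means activation, meaning protection from cell death, of at least 50% relative to plate controls; inactive means activation below 50%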;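 further: necroptosis triggered by 40 ng/mL TNF-alpha added together with compound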
L929 necroptosis – inhibitors of zVAD-triggered necroptosis, primary screen, L929 cells; hit rate 0.38% among 220,000; AID 1377, 2008; viability rescue, % at 10 µM; L929 zVAD necroptosis rescue, ATP luminescence, 24 h; with zVAD 60 µM;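 active means activation, scaled between plate controls, above about 75%, limit read from the data; inactive means activation under that limit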;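 further: 0% = zVAD with DMSO and 100% = DMSO alone without zVAD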
CHOP inhibitor – inhibitors of CHOP promoter induction, primary screen, cell-based, unfolded protein response, luciferase reporter; CHO-K1 CHOP-promoter luciferase, tunicamycin-induced, 15-18 h; inhibition, % at 10 µM; hit rate 3.8% among 220,000; AID 2732, 2010;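 active means compounds that reduced the stress-induced luciferase reporter signal by more than about 70% of percent inhibition, limit read from the data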;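 further: 0% = tunicamycin plus vehicle and 100% = wells without tunicamycin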
PPC-1+TRAIL kill – compounds killing PPC-1 cancer cells with TRAIL present, primary screen, TRAIL potentiator project, ATPLite luminescence, uHTS. PPC-1 cells + TRAIL, ATPLite viability luminescence. cell killing (% activity), % at 4 µM. hit rate 0.41% among 220,000;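 active means cell killing above 50% in the first pass at 4 µM, then a duplicate retest at 5 µM averaging 50% or more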;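 further: plate controls were cells with TRAIL plus DMSO for no effect and medium-only wells lacking cells for full effect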
FXIIa inh 1536 – human FXIIa protease inhibitors, primary screen, biochemical, 1536-well; hit rate 0.3% among 220,000; Coagulation factor XII (Homo sapiens), P00748; AID 800, 2007; purified FXIIa, Boc-QGR-AMC fluorogenic substrate, 2 h; inhibition, % at 5 µM; in the data active means inhibition above about 40%;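 further: 0% = enzyme with no compound and 100% = blank without enzyme; many of its hits are not listed in these tables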
Target sequence (P00748 20-372 limits assumed): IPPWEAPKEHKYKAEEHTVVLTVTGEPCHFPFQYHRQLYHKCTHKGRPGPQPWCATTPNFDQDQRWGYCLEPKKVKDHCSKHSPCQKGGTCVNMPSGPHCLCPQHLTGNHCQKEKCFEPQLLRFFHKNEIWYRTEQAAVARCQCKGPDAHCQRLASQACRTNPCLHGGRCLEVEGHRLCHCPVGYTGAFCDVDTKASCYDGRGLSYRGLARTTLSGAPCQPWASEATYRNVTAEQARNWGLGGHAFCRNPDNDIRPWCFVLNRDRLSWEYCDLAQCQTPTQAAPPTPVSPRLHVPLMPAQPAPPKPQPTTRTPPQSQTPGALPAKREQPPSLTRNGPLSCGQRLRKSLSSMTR
Target sequence (P00748 373-615 limits assumed): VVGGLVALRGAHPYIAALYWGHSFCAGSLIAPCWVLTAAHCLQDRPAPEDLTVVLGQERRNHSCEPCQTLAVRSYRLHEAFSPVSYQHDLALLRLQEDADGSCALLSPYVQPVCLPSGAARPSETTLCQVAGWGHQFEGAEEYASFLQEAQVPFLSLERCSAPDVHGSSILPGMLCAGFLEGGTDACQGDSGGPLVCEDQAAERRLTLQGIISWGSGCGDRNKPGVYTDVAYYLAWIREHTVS
FXIa inh – human FXIa protease inhibitors, primary screen, biochemical, 1536-well; inhibition, % at 5 µM; Coagulation factor XI (Homo sapiens), P03951; hit rate 0.14% among 220,000; purified FXIa, Boc-Glu-Ala-Arg-AMC fluorogenic substrate;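 active means inhibition of at least 40%; inactive means inhibition below 40%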;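 further: fluorescence of freed AMC excited at 355 nm; 0% = enzyme without compound and 100% = no enzyme blank; many of its hits are not listed in these tables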
Numbers without * were called inactive; x = no result given. These rows are one share of the data; count on the stated rates, not on these rows.

SMILES	Tb hexokinase	Wee1 stabilizer	EP2 antag	TNF necrop inh	L929 necroptosis	CHOP inhibitor	PPC-1+TRAIL kill	FXIIa inh 1536	FXIa inh
O=C(CCNC(=O)OCc1ccccc1)NC1CCCCC1	-0.7	-2.2	2.4	1.4	0.0	9.2	-17.4	15.2	9.1
COC(=O)c1nc2nc(C)cc(C(F)(F)F)n2n1	1.0	1.1	9.9	-2.9	-0.3	8.4	-6.3	14.3	18.9
Cc1cccc(Oc2sc(C(=O)c3ccccc3)c(N)c2C#N)c1	2.5	-4.5	7.7	-10.7	-0.1	50.9	-14.9	3.0	-2.3
CC(C)(C)NC(=O)CSC(=Nc1ccc(F)cc1)NC#N	6.2	-1.0	12.7	-7.6	8.5	10.5	-4.8	20.2	14.7
NC(=O)CC1C(=O)N(c2ccc(F)cc2)C(=O)N1NC(=O)CCc1ccccc1 (stereo not given)	-0.8	0.6	9.8	0.8	0.5	16.0	14.1	5.4	-4.2
Cc1ccccc1NC(=O)Cn1nnc(-c2ccc(CN3CCC(C)CC3)cc2)n1	-5.7	-1.3	1.9	2.4	0.0	22.2	4.4	14.7	3.0
NC(=O)CC(c1ccccc1)c1ccco1 (stereo not given)	-2.8	-1.6	7.4	0.1	-0.1	5.9	5.4	8.1	-0.1
COc1ccc(/C(O)=C2/C(=O)C(=O)N(Cc3cccnc3)C2c2ccco2)cc1OC (stereo not given)	-18.1	0.7	11.6	-1.0	0.1	44.7	10.5	7.6	4.0
CCOC(=O)N1CCN(C(=O)CSc2nc3ccccc3c(=O)n2-c2ccccc2)CC1	-5.1	11.3*	6.1	-7.2	-0.2	14.5	12.3	-4.8	0.8
O=C(NC1CC1)C1=C[C@H](C2CCCCC2)C[C@H](OCc2ccc(CO)cc2)O1	-11.1	0.4	9.5	1.5	0.6	-20.8	-12.3	4.7	-1.2
COc1ccc(-c2[nH]ncc2CN(C)C(C)c2ccon2)c(OC)c1 (stereo not given)	-2.9	-3.5	2.6	2.2	0.9	3.4	7.9	7.5	0.3
CC(C)CN(C(=O)COC(=O)c1ccc([N+](=O)[O-])o1)C1CCS(=O)(=O)C1 (stereo not given)	-13.6	-1.2	9.6	0.4	0.8	29.3	7.7	20.2	15.7
Cc1cc(-c2ccccc2)nc(N(C)NC(=O)C2CC2)c1S(C)(=O)=O	-6.6	1.7	5.3	-0.6	2.4	32.2	-3.3	11.3	-1.7
Cc1cc(NC(=O)C2CCCN(S(=O)(=O)c3c(C)noc3C)C2)no1 (stereo not given)	-3.6	-0.2	8.9	0.2	1.3	19.7	33.3	15.2	22.7
CCOC(=O)C1CCN(c2c(NCc3ccc(C(=O)NCCC(C)C)cc3)c(=O)c2=O)CC1	30.0	1.1	16.3	0.4	13.5	4.9	24.1	-1.0	-6.7
COc1cc(NS(=O)(=O)c2cc(C(=O)N3CCN(C(C)=O)CC3)ccc2OC)cc(OC)c1	5.0	-6.2	2.5	2.4	0.6	-6.5	-3.5	2.6	3.8
O=C1C=CC(=O)N1c1ccc(O)cc1	1.2	0.7	8.1	-26.0	-0.7	4.9	-3.3	7.2	4.8
COC(=O)c1ccccc1NC(=O)c1ccc(COc2ccc3c(c2)CCC3)cc1	-3.6	2.4	7.8	-3.1	-0.2	30.4	-0.5	9.8	-9.4
CCCCSc1nc2c(cnn2-c2ccc(Cl)cc2)c(=O)[nH]1	0.8	-2.6	x	-0.8	0.3	41.1	0.3	-3.5	-0.2
NS(=O)(=O)c1ccc(NC(=S)N2CCC(O)CC2)cc1	0.0	-2.0	12.2	0.1	2.4	11.0	39.7	x	1.8
CCC(=O)Nc1cccc(C2=NOC3(C2)C[C@@H](C(N)=O)N(C(=O)COc2ccc(Cl)cc2)C3)c1 (stereo not given in full)	-12.2	x	8.6	4.5	0.0	8.9	12.5	10.4	1.8
CCN(CCCNC(=O)C1CCC(=O)N1Cc1ccc(C)cc1)c1cccc(C)c1 (stereo not given)	-5.7	1.7	15.8	-4.6	1.3	49.5	-3.4	12.1	-17.7
CN1CCN(c2nc(-c3cc4ccccc4o3)cs2)CC1	-0.6	2.6	8.9	2.5	1.3	12.3	27.7	1.0	-0.1
O=C(NCc1cccnc1)c1ccc(Cl)c(S(=O)(=O)Nc2ccccc2C(=O)NCc2cccnc2)c1	-2.4	6.0	3.7	-0.8	6.7	16.2	5.9	13.0	2.5
O=C(CSc1nnnn1-c1ccc2c(c1)CCC2)NCc1cccs1	20.0	3.7	12.1	-4.0	-0.4	-3.2	17.8	16.8	6.8
Cc1nnc(-c2ccc(Oc3ccc(Br)cc3)c([N+](=O)[O-])c2)o1	4.2	1.3	3.1	1.0	-0.6	39.9	13.2	8.2	6.2
CN(C(=S)Nc1ccc(Oc2ccccc2)cc1)c1ccc(O)cc1	3.9	2.9	10.4	-1.3	1.5	50.5	39.1	1.9	-3.8
Cc1[nH]c2ccccc2c1Cc1nnc(SCc2ccccc2)o1	2.4	4.3	3.8	1.7	-0.1	51.5	10.8	8.3	4.8
C=CCN1CCN(C(c2cc(OC)ccc2OC)c2nnnn2CC2CCCO2)CC1 (stereo not given)	-1.4	-2.0	11.3	0.2	0.4	-6.8	14.9	13.8	2.3
Cc1c(Br)c([N+](=O)[O-])nn1C(C)C(=O)Nc1ccc2c(c1)OCO2 (stereo not given)	-8.9	-1.7	13.4	-7.3	-0.4	12.4	3.0	14.0	3.1
CN(C)S(=O)(=O)c1cccc(NC(=O)COC(=O)c2cc(=O)c3ccccc3o2)c1	-2.4	2.0	11.8	1.5	0.7	21.7	10.5	8.6	2.2
O=C(N/N=C/c1ccc(O)cc1)c1cc(-c2ccc3c(c2)OCO3)n[nH]1	5.4	-0.3	7.4	-3.5	0.6	-1.5	-2.2	6.8	-9.3
Cc1ccc(NS(=O)(=O)c2ccc(C)c(C(=O)N3CCN(C)CC3)c2)cc1	3.7	1.7	7.8	-1.6	-0.2	1.0	-11.0	26.5	15.6
O=C(O)CCn1c2c(c3ccccc31)CCCC2	-3.1	-1.0	6.4	-1.9	-0.3	10.2	19.2	7.5	-6.7
COc1ccc(-c2nc(Cn3c(SCc4ccc(F)cc4)nc4ccncc43)c(C)o2)cc1OC	-24.5	-1.1	9.9	-0.2	1.2	60.4	-6.6	23.5	5.3
O=C(Nc1ccccc1C(=O)O)c1cccc(F)c1	8.5	-0.9	15.3	-2.1	1.2	x	x	x	x
COc1ccc(C(=O)Nc2nc(C)c(C)s2)cc1OC	-12.1	0.0	17.8	0.9	0.1	0.3	4.0	5.3	1.0
COC(=O)c1ccc(OCC(=O)c2ccc(C)c(C)c2)cc1	1.3	-3.3	5.3	2.7	0.9	25.1	10.0	4.0	0.8
C#CCSc1ncc(-c2ccccc2)cn1	-1.2	2.2	3.6	0.9	-0.5	-11.5	0.8	4.8	3.2
Fc1ccc(C(c2nnnn2Cc2cccs2)N2CCN(c3ccccc3)CC2)cc1 (stereo not given)	5.6	-0.9	7.8	0.1	-1.2	-13.3	12.8	17.7	9.0
CN(C)c1ccc(N=Nc2ccccc2C(=O)OCC(=O)NCC2CCCCC2)cc1	39.1	-2.0	4.1	1.7	0.9	35.9	18.1	21.1	7.4
O=C1CCC(C(=O)N(Cc2ccco2)C2(C(=O)NC3CCCC3)CCCCC2)N1 (stereo not given)	-8.1	-1.8	7.7	0.8	0.6	6.6	11.6	9.8	-2.3
COc1cccc(C(=O)Nc2cccc(-c3nc4ncccc4o3)c2C)c1	1.8	-0.6	10.3	1.2	2.3	39.2	2.3	4.7	8.7
CCC(C)[C@H](NC(=O)NCc1ccc(Cl)cc1)C(=O)OC (stereo not given in full)	9.0	-2.7	3.4	1.7	1.1	43.2	5.1	20.6	-1.0
COC(=O)c1cc(NC2c3ccccc3C(=O)N2Cc2ccco2)cc(C(=O)OC)c1 (stereo not given)	-2.2	0.4	8.6	0.5	0.1	38.3	8.8	4.9	1.4
CCN(CC)CCCn1c(=S)[nH]c2cc(Cl)ccc2c1=O	-5.7	0.2	9.2	-1.2	0.3	18.4	-0.1	-1.4	-21.2
CCOC(O)[C@H]1N[C@@H](c2ccc(Cl)cc2)[C@@H]([N+](=O)[O-])[C@@H]1c1ccccc1 (stereo not given in full)	5.8	0.9	11.6	3.1	0.7	-10.0	0.8	9.9	11.2
Cc1ccc(Nc2nc(N)nc(CSc3nnnn3-c3ccccc3)n2)cc1	-3.3	-2.3	1.1	0.2	-0.1	-1.3	14.2	6.4	-4.8

Laid out differently: entries from further up.
Every second line gives: Tb hexokinase, Wee1 stabilizer, EP2 antag, TNF necrop inh, L929 necroptosis, CHOP inhibitor, PPC-1+TRAIL kill, FXIIa inh 1536, FXIa inh
> O=C(O)CCn1c2c(c3ccccc31)CCCC2
  -3.1, -1.0, 6.4, -1.9, -0.3, 10.2, 19.2, 7.5, -6.7
> COc1ccc(-c2nc(Cn3c(SCc4ccc(F)cc4)nc4ccncc43)c(C)o2)cc1OC
  -24.5, -1.1, 9.9, -0.2, 1.2, 60.4, -6.6, 23.5, 5.3
> O=C(Nc1ccccc1C(=O)O)c1cccc(F)c1
  8.5, -0.9, 15.3, -2.1, 1.2, x, x, x, x
> COc1ccc(C(=O)Nc2nc(C)c(C)s2)cc1OC
  -12.1, 0.0, 17.8, 0.9, 0.1, 0.3, 4.0, 5.3, 1.0
> COC(=O)c1ccc(OCC(=O)c2ccc(C)c(C)c2)cc1
  1.3, -3.3, 5.3, 2.7, 0.9, 25.1, 10.0, 4.0, 0.8
> C#CCSc1ncc(-c2ccccc2)cn1
  -1.2, 2.2, 3.6, 0.9, -0.5, -11.5, 0.8, 4.8, 3.2
> Fc1ccc(C(c2nnnn2Cc2cccs2)N2CCN(c3ccccc3)CC2)cc1 (stereo not given)
  5.6, -0.9, 7.8, 0.1, -1.2, -13.3, 12.8, 17.7, 9.0
> CN(C)c1ccc(N=Nc2ccccc2C(=O)OCC(=O)NCC2CCCCC2)cc1
  39.1, -2.0, 4.1, 1.7, 0.9, 35.9, 18.1, 21.1, 7.4
> O=C1CCC(C(=O)N(Cc2ccco2)C2(C(=O)NC3CCCC3)CCCCC2)N1 (stereo not given)
  -8.1, -1.8, 7.7, 0.8, 0.6, 6.6, 11.6, 9.8, -2.3
> COc1cccc(C(=O)Nc2cccc(-c3nc4ncccc4o3)c2C)c1
  1.8, -0.6, 10.3, 1.2, 2.3, 39.2, 2.3, 4.7, 8.7
> CCC(C)[C@H](NC(=O)NCc1ccc(Cl)cc1)C(=O)OC (stereo not given in full)
  9.0, -2.7, 3.4, 1.7, 1.1, 43.2, 5.1, 20.6, -1.0
> COC(=O)c1cc(NC2c3ccccc3C(=O)N2Cc2ccco2)cc(C(=O)OC)c1 (stereo not given)
  -2.2, 0.4, 8.6, 0.5, 0.1, 38.3, 8.8, 4.9, 1.4
